Pol eta inh = DNA polymerase eta (human) inhibition; AID 588591; Potency, µM (series often up to 114 µM), without a hit: at the highest dose activity change, negative = inhibition, usual class: inhibitors; Q9Y253; recombinant Pol eta, fluorescent DNA replication assay; 390,000 tested, 1.2% active; also: % is scaled to controls: 0 for no effect and ±100 for the full control effect
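Fluorescent replication assay: 50 nM final substrate added after a 15 min room-temperature compound preincubation with 10 nM enzyme. Signal taken at 0 min and again at 10 min.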
Anesthetic bind = candidate novel general anesthetic via apoferritin binding; P02791; apoferritin/1-aminoanthracene competitive binding, fluorescence; Potency, µM (highest dose often 77.5 µM), inactives show at the highest dose activity change, negative = displacement, actives largely listed as inhibitors; 350,000 tested, 0.074% active; AID 485281; also: % is scaled to controls: 0 for no effect and ±100 for the full control effect; nearly all actives have a fitted effect of over 20% in size
Target sequence (P02791 2-175 limits assumed): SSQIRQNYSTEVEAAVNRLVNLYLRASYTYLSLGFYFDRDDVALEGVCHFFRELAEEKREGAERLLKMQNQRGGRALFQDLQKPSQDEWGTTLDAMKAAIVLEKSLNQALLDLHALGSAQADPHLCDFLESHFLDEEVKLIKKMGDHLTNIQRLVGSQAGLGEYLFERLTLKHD
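Horse-spleen apoferritin (10 uM) in 50% saturated 1-aminoanthracene in PBS was incubated 10 min at room temperature with compound. Fluorescence (ex 380, em 535 nm) was normalized to free and bound 1-AMA, with concentration-response fitted by a four-parameter Hill equation.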
BLM inh = Bloom syndrome helicase (human) inhibition; 350,000 tested, 0.2% active; Potency, µM (series often up to 56.1 µM), for inactives: at the highest dose activity change, negative = inhibition, usual class: inhibitors; recombinant BLM DNA unwinding, fluorescence dequenching; P54132;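 also: plate controls were vehicle for no effect and no enzyme for full effect; nearly all actives have a fitted effect of over 35% in size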
G9a block = inhibitors of human histone lysine methyltransferase G9a. G9a H3K9 monomethylation, AlphaScreen, 2 h. Potency, µM (series often up to 102 µM), for the others: at the top dose activity, negative = inhibition, most hits filed as inhibitors. 350,000 tested, 8.8% active. AID 504332; also: % is scaled to controls: 0 for no effect and ±100 for the full control effect; nearly all actives have a fitted effect of over 75% in size
Target sequence (Q96KQ7 913-1193 limits assumed): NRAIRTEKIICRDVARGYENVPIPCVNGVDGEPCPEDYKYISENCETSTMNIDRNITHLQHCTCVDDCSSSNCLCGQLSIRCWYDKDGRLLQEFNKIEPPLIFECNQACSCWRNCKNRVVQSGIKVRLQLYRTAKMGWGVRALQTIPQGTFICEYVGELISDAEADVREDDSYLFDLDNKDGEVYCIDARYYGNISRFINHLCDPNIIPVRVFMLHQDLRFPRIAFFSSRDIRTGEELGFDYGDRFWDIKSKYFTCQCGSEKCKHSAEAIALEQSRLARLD
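AlphaScreen detection with an anti-monomethyl H3K9 antibody quantified product after a 2 h room-temperature reaction containing 500 nM biotinylated H3K9 peptide, 20 µM SAM and 20 nM enzyme, which had been preincubated 15 min with compound.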
POLB inh = DNA polymerase beta (human) inhibition | P06746 | Pol beta primer extension/strand displacement, fluorescence kinetic | Potency, µM (top dose mostly 114 µM), without a hit: top-dose activity change, negative = inhibition, most hits filed as inhibitors | 340,000 tested, 1.3% active | AID 485314; also: % is scaled to controls: 0 for no effect and ±100 for the full control effect
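Pol beta (10 nM) was preincubated with compound for 15 min at room temperature. The reaction was then started with 50 nM substrate and read immediately and after a further 10 min at room temperature.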
APE1 inh = APE1 (human) endonuclease inhibition | P27695 | recombinant APE1, TAMRA/BHQ-2 abasic DNA cleavage fluorescence | Potency, µM (series often up to 65.8 µM), without a hit: at the top dose activity change, negative = inhibition, usual class: inhibitors | 350,000 tested, 0.35% active;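 also: plate controls were vehicle for no effect and reference inhibitor for full effect; nearly all actives have a fitted effect of over 55% in size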
Target sequence (P27695 whole entry, looked up): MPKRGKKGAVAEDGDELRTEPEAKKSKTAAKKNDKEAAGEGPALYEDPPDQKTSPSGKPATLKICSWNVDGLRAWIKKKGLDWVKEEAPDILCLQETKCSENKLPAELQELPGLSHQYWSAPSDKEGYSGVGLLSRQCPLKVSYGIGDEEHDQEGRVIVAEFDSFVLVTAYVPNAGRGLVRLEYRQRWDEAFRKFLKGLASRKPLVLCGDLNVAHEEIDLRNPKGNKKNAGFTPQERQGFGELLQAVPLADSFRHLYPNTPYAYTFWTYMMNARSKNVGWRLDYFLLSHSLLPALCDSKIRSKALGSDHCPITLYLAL
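Compound pre-exposure to 0.75 nM APE1, 15 min at ambient temperature. Reaction initiated with 50 nM TAMRA/BHQ-2 THF substrate, read immediately in kinetic mode, 525 nm excitation, 598 nm emission.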
POLK inh = blocks human DNA polymerase kappa activity. purified Pol kappa, fluorescent DNA synthesis assay, 10 min. Potency, µM (highest dose often 107 µM), inactives show top-dose activity, negative = inhibition, hits mostly inhibitors. 400,000 tested, 0.53% active. Q9UBT6; also: % is scaled to controls: 0 for no effect and ±100 for the full control effect
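Kinetic fluorescence screen: compound preincubated 15 min RT with 10 nM enzyme; 50 nM substrate (final) initiates; reads at 0/10 min.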
Pol iota inh = blocks human DNA polymerase iota activity; 390,000 tested, 1% active; Pol iota fluorescent replication assay, 10 min; Q9UNA4; Potency, µM (titrated, usually from 115 µM), for inactives: at the top dose activity, negative = inhibition, most hits filed as inhibitors
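Fluorescent replication assay read twice, at 0 min and 10 min after adding 50 nM (final) substrate. Enzyme (10 nM) and compounds were first incubated 15 min at room temperature; enzyme-free buffer wells were negative controls.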
BAZ2B inh = inhibitors of human BAZ2B bromodomain; Q9UIF8; AlphaScreen BAZ2B-H3K14Ac peptide displacement; 360,000 tested, 4.4% active; AID 504333; Potency, µM (series often up to 114 µM), inactives show top-dose activity change, negative = inhibition, hits mostly inhibitors; also: % is scaled to controls: 0 for no effect and ±100 for the full control effect; nearly all actives have a fitted effect of over 60% in size
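AlphaScreen luminescence quantifies BAZ2B engagement of H3K14Ac peptide; the protein and biotinylated peptide are both at 50 nM final, buffer PBS pH 7.4 with 0.01% Tween-20, all steps at room temperature.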
* = called active by the depositor; ? = inconclusive; · = not tested or not shown; & = joins results of further samples; [ ] = another dose, or the depositor's remark. Calls follow the shape of the dose curve; as a rule, active = well fitted curve in the direction sought with a large enough effect; inconclusive = small, poorly fitted or top-dose-only effect, or another doubt; inactive = no such curve, though single readings can be large; an effect the other way counts as inactive or inconclusive. Potency is read from the fitted curve at half-maximal effect. A portion of the library; the hit share may differ from the screen's.

SMILES | Pol eta inh | Anesthetic bind | BLM inh | G9a block | POLB inh | APE1 inh | POLK inh | Pol iota inh | BAZ2B inh
COc1ccc(C(OC(=O)c2ccco2)C(=O)NCC2CCCO2)cc1 (stereo not drawn) | -11% | -8% | -2% | 13% | 18% | 1% | -1% | 10% | 3%
COC(=O)c1nn(-c2ccccc2)c(Cl)c1/C=N/OC(=O)c1ccc(Cl)c(Cl)c1 | -8% | -8% | 1% | ? | 12% | 0% | 8% | 4% | -30%
O=C(CCS(=O)(=O)Cc1ccccc1)NC1CCCCC1 | -14% | -2% | 3% | 10%[12.7 µM] | 43% | 6% | -7% | -3% | 3%
COc1cc(CN(C)CC2CCCN(CCc3cccc(C(F)(F)F)c3)C2)ccc1O (stereo not drawn) | -19% | -19% | -11% | 45µM* | 4% | 18% | -10% | 48%[activator] | -32%
CC(=O)c1c(C(C)=O)c(C)n(-c2nc(-c3ccc(C)c(C)c3)c(C)s2)c1C | -13% | 3% | -7% | ? | -24% | -1% | -12% | 5% | ?
COc1ccc(C2c3sc(=O)[nH]c3SC3C4CCC(C4)C23)cc1 (stereo not drawn) | -12% | -13% | -9% | ? | 3% | -6% | 2% | -7% | ?
O=C(O)c1ccc(-c2nc(-c3ccc(Cl)cc3Cl)cs2)cc1 | -6% | -4% | -6% | ? | -16% | -9% | -14% | ? | ?
Cc1noc(C)c1S(=O)(=O)NCc1ccc(CN(C)C)cc1 | -6% | · | · | -6%[59 µM] | · | -6% | 11% | 9% | 10%
COc1ccccc1-n1c(SCC(=O)NC2CCCCC2)nc2c(c1=O)SCC2 | -14% | -6% | -4% | ? | 25% | -2% | 5% | 0% | -35%
CCn1c(-c2cccs2)nc2ccccc21 | -2% | -1% | -4% | 20%[59 µM] | 11% | 13% | -5% | -4% | -4%
Cc1ccc(NC(=O)CN(c2ccc(C)cc2)S(=O)(=O)c2cccc3nonc23)cc1 | -28%&-26% | 1%&-18% | -7%&-14% | 50µM* | -1%&-7% | 9% | -18%&0% | ? | -32%
CCOc1ccc(NC(=O)Cn2c(=O)n(Cc3ccco3)c(=O)c3ccc(C(=O)NC4CCCC4)cc32)cc1 | -17% | -5% | -1% | 9%[59 µM] | 20% | · | -4% | 17% | ·
Cc1cc2c(c(=O)n1CCN(C)C)C(c1ccncc1)C(C#N)=C(N)O2 (stereo not drawn) | -3% | -1% | 4% | 3%[12.7 µM] | -8% | 2% | -6% | -8% | 0%
CCN(C(=O)CSc1nnc(C2CC2)n1-c1ccccc1)C1CCS(=O)(=O)C1 (stereo not drawn) | 3% | · | · | 11%[2.33 µM] | · | 7% | -3% | 2% | 9%
Cc1ccc(S(=O)(=O)Nc2ccc3cn[nH]c3c2)cc1 | 0% | · | · | -5%[59 µM] | · | 16% | -9% | 14% | 8%
S=C(/N=c1/sccn1Cc1ccccc1)NC1CC1 | -8% | 10% | -2% | 50µM* | 3% | 3% | -7% | 40%[activator] | 56µM*
Cc1cc(Br)ccc1NC(=O)CNC(=O)CSc1nccn1C | -19% | · | · | · | · | -1% | -5% | 60%[activator] | ·
CC(NC(=O)CCCCCNC(=O)N1CCn2c1nc1ccccc12)c1ccccc1 (stereo not drawn) | -15% | 0% | -1% | 23% | 1% | -4% | -14% | ? | -11%
C[C@H](CO)N1C[C@H](C)[C@@H](CN(C)CC2CC2)Oc2c(NS(=O)(=O)c3ccccc3)cccc2C1=O | -6% | · | · | · | · | -4% | -1% | 26% | ·
CC1(C)Cc2c(sc3c2c(=O)n(Cc2ccccc2)c2nncn32)CO1 | 0% | -15% | 0% | 9%[59 µM] | 10% | 0% | -4% | 10% | ·
O=C1CN2C(=Nc3ccc(Cl)cc3C2c2ccccc2)CN1 (stereo not drawn) | -14% | 1% | -2% | ? | -2% | 0% | 0% | -12% | 5%
O=C(Nc1nc2ccccc2s1)C1c2ccccc2Oc2ccccc21 | -24% | 5% | -8% | 20%[59 µM] | 1% | -2% | -18% | -4% | -30%
O=C(COC(=O)CNC(=O)c1ccc(F)cc1)NC1CCCc2ccccc21 (stereo not drawn) | -8% | · | · | · | · | -1% | -6% | -27% | ·
Cn1cc(S(=O)(=O)c2ccc(Cl)cc2)c(=O)c2cc(F)c(N3CCOCC3)cc21 | 5% | 0% | -4% | 1%[59 µM] | 3% | · | -1% | -10% | 0%
CC1=NN2C(=N)/C(=C\c3cc(C)n(-c4ccccc4)c3C)C(=O)N=C2S1 | -15% | -12% | 3% | ? | 11% | 3% | -1% | 39%[activator] | 9%
CCOC(=O)c1cnc2nc(NCc3ccc(OCc4ccccc4)cc3)[nH]n2c1=O | -3% | -13% | -2% | ? | 3% | 3% | -8% | -7% | 13%
COCCNC(=O)C(NC(=O)C1CCCCC1)C12CC3CC(CC(C3)C1)C2 (stereo not drawn) | -6% | 3% | 0% | · | 2% | 11% | -14% | 7% | 2%
COc1cc(C(CC(=O)Nc2cc(C)ccc2C)N2Cc3ccccc3C2=O)cc(OC)c1OC (stereo not drawn) | -10% | -4% | -1% | 12%[59 µM] | 26% | · | 6% | 13% | -15%
Cc1c(Cl)cccc1NC(c1ccc(F)cc1)c1nnc(-c2ccccc2)o1 (stereo not drawn) | -20% | -3% | -6% | 20%[59 µM] | 5% | · | 0% | -15% | 3%
CC1(C)Cc2nc(Cl)c(C(=O)O)cc2CO1 | 0% | -3% | -5% | 6% | ? | -1% | -16% | ? | -9%
COc1ccc(C(=O)COC(=O)Cc2n[nH]c(=O)c3ccccc23)c(OC)c1 | -5% | · | · | 11% | · | -13% | -7% | 7% | 10%
Cc1ccc(S(=O)(=O)N(C)Cc2ccccc2)cc1C(=O)N1CCCCC1 | -8% | -6% | -2% | · | 7% | 6% | -13% | 5% | -3%
Cc1ccc(C(=O)N2CC(C)CC(C)C2)cc1S(=O)(=O)N1CCCCC1 (stereo not drawn) | -20% | · | · | 21%[12.7 µM] | · | 1% | -15% | 15% | 3%
CC1(C)CC(=O)C2=C(C1)OC(=O)CC2c1cccs1 (stereo not drawn) | -3% | 3% | 0% | · | -20% | -2% | -4% | -5% | -15%
COC(=O)CC1C(C)(C)C(=O)C2CC3=C(CC[C@]4(C)C3=CC(=O)OC4c3ccoc3)[C@@]1(C)C2=O (stereo partly drawn) | · | ? | -2% | · | · | -3% | -7%[60.1 µM] | · | ·
Cc1cc(C(=O)N2CCC(C(N)=O)CC2)c(C)o1 | 3% | · | · | -8%[2.33 µM] | · | -8% | -23% | ? | 7%
Cc1cccc(C(=O)OCC(=O)NC(=O)c2ccccc2)c1O | -5% | · | · | -1%[0.501 µM] | · | 34% | -8% | 19% | 79µM*
COc1ccccc1-c1nc(SCC(=O)NCc2ccc(C)cc2)c2c(=O)n(C)c(=O)n(C)c2n1 | -12% | 4% | -4% | -20%[59 µM] | 0% | · | -6%[60.1 µM] | 29% | 7%
O=C1CC(c2ccc(F)cc2)CC(O)=C1C1NCCc2ccccc21 (stereo not drawn) | -14% | -17% | -3% | 10%[59 µM] | 7% | -7% | 3% | -4% | 3%
Cc1cc(S(=O)(=O)N2CCCc3ccccc32)ccc1-n1cnnn1 | -16% | -15% | -9% | 17% | 33% | 3% | -7% | 19% | 8%

10 compounds already listed, sorted by SMILES length, ascending:
SMILES | Pol eta inh | Anesthetic bind | BLM inh | G9a block | POLB inh | APE1 inh | POLK inh | Pol iota inh | BAZ2B inh
CC1(C)Cc2nc(Cl)c(C(=O)O)cc2CO1 | 0% | -3% | -5% | 6% | ? | -1% | -16% | ? | -9%
Cc1cc(C(=O)N2CCC(C(N)=O)CC2)c(C)o1 | 3% | · | · | -8%[2.33 µM] | · | -8% | -23% | ? | 7%
Cc1cccc(C(=O)OCC(=O)NC(=O)c2ccccc2)c1O | -5% | · | · | -1%[0.501 µM] | · | 34% | -8% | 19% | 79µM*
O=C1CC(c2ccc(F)cc2)CC(O)=C1C1NCCc2ccccc21 (stereo not drawn) | -14% | -17% | -3% | 10%[59 µM] | 7% | -7% | 3% | -4% | 3%
Cc1ccc(S(=O)(=O)N(C)Cc2ccccc2)cc1C(=O)N1CCCCC1 | -8% | -6% | -2% | · | 7% | 6% | -13% | 5% | -3%
Cc1ccc(C(=O)N2CC(C)CC(C)C2)cc1S(=O)(=O)N1CCCCC1 (stereo not drawn) | -20% | · | · | 21%[12.7 µM] | · | 1% | -15% | 15% | 3%
COc1ccc(C(=O)COC(=O)Cc2n[nH]c(=O)c3ccccc23)c(OC)c1 | -5% | · | · | 11% | · | -13% | -7% | 7% | 10%
COc1cc(C(CC(=O)Nc2cc(C)ccc2C)N2Cc3ccccc3C2=O)cc(OC)c1OC (stereo not drawn) | -10% | -4% | -1% | 12%[59 µM] | 26% | · | 6% | 13% | -15%
COc1ccccc1-c1nc(SCC(=O)NCc2ccc(C)cc2)c2c(=O)n(C)c(=O)n(C)c2n1 | -12% | 4% | -4% | -20%[59 µM] | 0% | · | -6%[60.1 µM] | 29% | 7%
COC(=O)CC1C(C)(C)C(=O)C2CC3=C(CC[C@]4(C)C3=CC(=O)OC4c3ccoc3)[C@@]1(C)C2=O (stereo partly drawn) | · | ? | -2% | · | · | -3% | -7%[60.1 µM] | · | ·

(next part)
SMILES | Pol eta inh | Anesthetic bind | BLM inh | G9a block | POLB inh | APE1 inh | POLK inh | Pol iota inh | BAZ2B inh
COc1ccccc1NC(=O)COc1ccc(C(=O)NCc2ccccc2)cc1OC | -24% | · | · | -14%[12.7 µM] | · | 23% | -4% | ? | 4%
Cc1ccc(/C=N/NC(=O)C(C)NC(=O)c2ccccc2)cc1 (stereo not drawn) | 12% | -6% | -1% | 17%[59 µM] | 6% | 7% | 8% | 74%[activator] | -3%
CN(CC(=O)Nc1ccc2c(c1)OCO2)CC(=O)Nc1ccc(F)c(F)c1F | -21% | · | · | · | · | 22% | 6% | 53%[activator] | ·
CC(=O)Nc1ccc(Cc2ccc3[nH]c(=O)cc(C)c3c2)cc1 | · | 5% | -6% | 8% | -8% | 16% | · | · | -6%

Record cards, from the list above. Order of screens: Pol eta inh	Anesthetic bind	BLM inh	G9a block	POLB inh	APE1 inh	POLK inh	Pol iota inh	BAZ2B inh
COc1ccccc1NC(=O)COc1ccc(C(=O)NCc2ccccc2)cc1OC across the screens: -24%	·	·	-14%[12.7 µM]	·	23%	-4%	?	4%
COc1ccc(C(=O)COC(=O)Cc2n[nH]c(=O)c3ccccc23)c(OC)c1 across the screens: -5%	·	·	11%	·	-13%	-7%	7%	10%
